# Assay outcomes (PubChem)
# TRPC6 inhibitor – mouse TRPC6 channel inhibitors, primary screen, cell-based, HEK293, membrane potential dye; AID 2553, 2010; ACh-evoked depolarization; stronger effect = lower value; B-score at 10 µM; hit rate 1.1% among 310,000;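 active = B-score under library mean minus 3 SD, initial fluorescence not abnormally high, positive integrated signal ratio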;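 note: B-score derived from integrated fluorescence ratio over the kinetic read; more negative B-score means stronger inhibition of depolarization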
# Target sequence (Q61143 whole entry, looked up): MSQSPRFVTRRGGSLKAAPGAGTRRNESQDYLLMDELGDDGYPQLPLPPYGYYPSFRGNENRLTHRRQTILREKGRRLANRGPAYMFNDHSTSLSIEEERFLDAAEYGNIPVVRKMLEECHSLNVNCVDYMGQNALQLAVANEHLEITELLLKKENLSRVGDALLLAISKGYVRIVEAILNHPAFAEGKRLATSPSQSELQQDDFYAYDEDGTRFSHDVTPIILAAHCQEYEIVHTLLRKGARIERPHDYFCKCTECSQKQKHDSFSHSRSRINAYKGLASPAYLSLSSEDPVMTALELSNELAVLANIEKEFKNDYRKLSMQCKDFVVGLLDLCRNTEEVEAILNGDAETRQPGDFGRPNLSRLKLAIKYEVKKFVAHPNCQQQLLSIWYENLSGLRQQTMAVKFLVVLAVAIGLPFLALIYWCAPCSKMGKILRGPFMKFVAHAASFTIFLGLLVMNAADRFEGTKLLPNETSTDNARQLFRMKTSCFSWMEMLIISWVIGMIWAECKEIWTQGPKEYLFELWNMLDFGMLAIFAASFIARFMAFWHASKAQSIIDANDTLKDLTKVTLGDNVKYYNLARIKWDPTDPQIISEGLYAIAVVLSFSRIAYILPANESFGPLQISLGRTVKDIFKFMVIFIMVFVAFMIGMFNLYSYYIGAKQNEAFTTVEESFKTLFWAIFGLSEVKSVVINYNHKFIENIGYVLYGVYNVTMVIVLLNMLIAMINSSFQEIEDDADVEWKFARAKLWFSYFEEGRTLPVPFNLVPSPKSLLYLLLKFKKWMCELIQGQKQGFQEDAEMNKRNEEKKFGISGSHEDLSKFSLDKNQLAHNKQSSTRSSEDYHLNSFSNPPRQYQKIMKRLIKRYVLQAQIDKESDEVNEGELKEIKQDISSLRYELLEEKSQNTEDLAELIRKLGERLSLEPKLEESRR
# MrgX1 antag – antagonists of human MrgX1 receptor, primary screen, HEK293 cells, Fluo-4 calcium flux; Mas-related G-protein coupled receptor member X1 (Homo sapiens), Q96LB2; BAM8-22 antagonism; stronger effect = lower value; B-score at 10 µM; hit rate 1.3% among 310,000; AID 588676, 2011;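 active = calcium-response B-score plate-corrected more than 3 library SD below zero, starting fluorescence within 5 deviations, no agonist response on first addition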;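 note: peak minus trough fluorescence over baseline after final BAM8-22 challenge near maximal dose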
# TRPC4 PAM – positive allosteric modulators of TRPC4, primary screen, cell-based, mouse TRPC4beta, HEK293 mu-opioid, Fluo-4 calcium; Short transient receptor potential channel 4 (Mus musculus), Q9QUQ5; DAMGO EC20, Fluo-4 Ca2+ flux; stronger effect = higher value; B-score at 10 µM; hit rate 0.42% among 310,000;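 active = B-score of calcium response area above 5 SD of library B-scores, with initial fluorescence ratio within 5 SD of library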;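 note: B-score of integrated fluorescence ratio over time as area under calcium response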
# ANO1 activ – TMEM16A chloride channel activators or potentiators, primary screen, cell-based, HTS. B-score at 10 µM. hit rate 0.3% among 340,000. HEK293 TMEM16A/YFP-H148Q/I152L, iodide quench fluorescence; stronger effect = lower value. AID 623877, 2012. Anoctamin-1 (Mus musculus), Q8BHY3;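 active = fluorescence-ratio B-score plate-corrected deviation score at least 3 library SD below zero, with starting fluorescence score within 5 deviations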;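 note: channel opened by trigger with iodide after compound preincubation; score built on the fluorescence ratio of max minus min over baseline; more negative score means more quench and so TMEM16A activation or potentiation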
# MrgX1 ag – agonists of human MrgX1 receptor, primary screen, HEK293 cells, Fluo-4 calcium flux | Mas-related G-protein coupled receptor member X1 (Homo sapiens), Q96LB2 | Fluo-4 calcium fluorescence, agonist mode; stronger effect = higher value | B-score at 10 µM | hit rate 0.44% among 310,000 | AID 588627, 2011;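 active = calcium response B-score plate-corrected fluorescence ratio at least 3 library SD, with starting fluorescence B-score inside 5 SD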
#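 Test system: HEK293 cells stably expressing human MrgX1 receptor; Input: fifteen thousand cells per well; Dosing: compound delivered in addition one of three; Schedule: overnight seeding, then 1 h dark dye loading; Technique: Fluo-4 NW calcium fluorescence; Measure: B-scored fluorescence response ratio; Controls: positive and negative controls per plate.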
# RGS4 block – RGS4 inhibitors, primary screen, cell-based, HEK293 M3R inducible RGS4, calcium flux; Regulator of G-protein signaling 4 (Homo sapiens), P49798; Fluo-4 calcium flux; stronger effect = higher value; triggered by carbachol at its EC20; B-score at 10 µM; hit rate 0.45% among 310,000;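 active = B-score, a plate-corrected calcium signal, over three deviations above library mean, with baseline fluorescence within five deviations of library mean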;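 note: RGS4 expression induced by doxycycline in cells with stable M3 receptor; B-score is computed from the integrated fluorescence ratio over baseline after carbachol; higher B-score means a larger calcium signal and so more RGS4 inhibition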
# Target sequence (P49798 whole entry, looked up): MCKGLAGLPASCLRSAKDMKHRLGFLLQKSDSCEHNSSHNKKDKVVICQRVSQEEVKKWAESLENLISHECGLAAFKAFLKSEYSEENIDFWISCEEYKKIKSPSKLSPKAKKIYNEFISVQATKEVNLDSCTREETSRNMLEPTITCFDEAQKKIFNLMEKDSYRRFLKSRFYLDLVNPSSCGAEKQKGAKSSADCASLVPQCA
# MrgX1 PAM – positive allosteric modulators of MrgX1, primary screen, HEK293 cells, Fluo-4 calcium flux; FDSS; stronger effect = higher value; B-score at 10 µM; hit rate 0.63% among 310,000;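 active = plate-corrected calcium response at least 3 library SD above typical, normal starting fluorescence, not activating the receptor alone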;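 note: compound read alongside a low EC10 to EC30 dose of BAM8-22 agonist; peak minus trough fluorescence over baseline measured at the second addition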
# ANO1 block – TMEM16A chloride channel inhibitors, primary screen, cell-based, HTS; Anoctamin-1 (Mus musculus), Q8BHY3; HEK293 TMEM16A/YFP iodide influx fluorescence, ionomycin; normalized B-score (activity score, 25-100; higher = stronger inhibition) at 10 µM; hit rate 1.2% among 310,000; AID 588511, 2011;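 active = ratio plate-corrected score three or more library SD toward inhibition, starting fluorescence score within five deviations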;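 note: score derived from kinetic fluorescence span divided by baseline fluorescence per well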
# TRPC4 inh – inhibitors of mouse TRPC4 channel, primary screen, Fluo4 calcium, HEK293 TRPC4beta/mu-opioid cells; hit rate 0.39% among 300,000; B-score at 10 µM; Short transient receptor potential channel 4 (Mus musculus), Q9QUQ5; DAMGO-evoked Fluo4 calcium flux; stronger effect = lower value;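 active = B-score over 3 SD under the library average, no early fluorescence shift, positive overall ratio signal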
#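 Assay system: HEK293 cells with stable TRPC4beta plus mu-opioid receptor expression; Probe or stimulus: DAMGO in two steps, submaximal then maximal; Dosing: single-point compound dosing; Measured by: Fluo4 calcium-dye fluorescence, kinetic read; Read-out basis: B score from integrated Fluo4 fluorescence ratio.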
# TRPC6 activator – mouse TRPC6 channel activators, primary screen, cell-based, HEK293, membrane potential dye | hit rate 0.13% among 310,000 | B-score at 10 µM | AID 2550, 2010 | HEK293-TRPC6 membrane potential dye fluorescence; stronger effect = higher value;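 active = B-score of the integrated fluorescence ratio above library mean plus 3 SD, and starting fluorescence ratio within library mean plus 5 SD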;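 note: higher score means more depolarization so channel activation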
# TRPC4 agonist – activators of mouse TRPC4 channel, primary screen, Fluo4 calcium, HEK293 TRPC4beta/mu-opioid cells; hit rate 0.49% among 310,000; AID 2237, 2010; Fluo4 calcium fluorescence; stronger effect = higher value; B-score at 10 µM; Short transient receptor potential channel 4 (Mus musculus), Q9QUQ5;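 active = B-score above 5 SD of library B-scores, and initial fluorescence ratio not above library mean plus 5 SD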;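 note: positive B-score marks a calcium rise read as TRPC4 activation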
#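 Assay system: HEK293 stable line with TRPC4beta plus mu-opioid receptor; schedule: 45 min room-temperature Fluo4 loading, 110 s read; technique: kinetic Fluo4 calcium fluorescence; evaluation: integrated baseline-normalised fluorescence ratio, converted to per-well B score; controls: buffer (low) and maximal DAMGO (high)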
# An asterisk follows results filed as active; i = inactive; . = not tested or not shown.
SMILES,TRPC6 inhibitor,MrgX1 antag,TRPC4 PAM,ANO1 activ,MrgX1 ag,RGS4 block,MrgX1 PAM,ANO1 block,TRPC4 inh,TRPC6 activator,TRPC4 agonist
O=C(COc1ccccc1)Nc1ccc(OC(F)(F)C(F)F)c(NC(=O)COc2ccccc2)c1,i,i,i,i,i,i,i,i,i,i,i
CN(C)c1ccc(CN(C(=O)C2COc3ccccc3O2)C2CCS(=O)(=O)C2)cc1 (configuration not stated),i,i,i,i,i,i,i,i,i,i,i
CCOC(=O)C(=Nc1ccc(Cl)cc1)NO,i,i,i,i,i,i,i,i,i,i,i
O=C(Nc1ccnn1C1CCN(C/C=C/c2ccccc2)CC1)c1cccc(F)c1,i,i,i,i,i,i,i,i,i,i,i
O=C(COC(=O)C1=COCCO1)Nc1c(F)cccc1F,i,i,i,i,i,i,i,i,i,i,i
CCCn1c(CN(Cc2ccccc2)Cc2ccccc2)nc2c1c(=O)n(C)c(=O)n2C,i,i,i,i,i,i,i,100*,i,i,i
CCOc1ccc(Nc2c3c(nc4ncnn24)CC(C)CC3)cc1 (configuration not stated),i,i,i,i,i,i,i,i,i,i,i
OCCC1CN(Cc2cc(F)ccc2F)CCN1CCCc1ccccc1 (configuration not stated),i,i,i,i,i,i,i,i,i,i,i
CCOc1ccc(NC(=O)COC(=O)c2ncc(Cl)c(Cl)c2Cl)cc1,i,i,i,i,i,i,i,i,i,i,i
O=C(O)c1ccc(NS(=O)(=O)c2ccc(Cl)cc2)cc1,i,i,i,i,i,i,i,i,i,i,i
Cc1ccc(NS(=O)(=O)N2CCOCC2)cc1Cl,i,i,i,i,i,i,i,i,i,i,i
O=S(=O)(c1cccc2cccnc12)N1CCN(c2ccccc2)CC1,i,i,i,i,i,i,i,i,i,i,i
O=C(O)C1OC(Oc2cc3oc(-c4ccccc4)cc(=O)c3c(O)c2O)C(O)C(O)C1O (configuration not stated),i,i,i,i,i,i,i,i,i,i,i
CCOCc1nnc(NC(=O)COc2ccc3c(c2)OCO3)s1,i,i,i,i,i,i,i,i,i,i,i
C=CCOC(=O)/C(=C/c1cccc2ccccc12)NC(=O)c1ccccc1,i,i,i,i,i,i,i,i,i,i,i
CC(C)(C)c1ccc(OCCC(=O)OCC(=O)Nc2cccnc2Cl)cc1,i,i,i,i,i,i,i,i,i,i,i
CCc1noc(C)c1C(=O)N1CCCSC1=Nc1ccccc1C(C)C,i,i,i,i,i,i,i,i,i,i,i
Cc1cc(C)nc(SCC(=O)OCC(=O)N(C)c2c(N)n(Cc3ccccc3)c(=O)[nH]c2=O)n1,i,i,i,i,i,i,i,i,i,i,i
O=C(NCC1CCCO1)c1cc2c(=O)[nH]c3ccccc3c2s1 (configuration not stated),i,i,i,i,i,i,i,i,i,i,i
O=C(Cc1cccc2ccccc12)NCC(=O)Nc1ccccc1F,i,i,i,i,i,i,i,i,i,i,i
CCc1ccc(NC(=S)/N=C(\N)Nc2nc(C)c3cc(CC)ccc3n2)cc1,i,i,i,i,i,i,i,i,i,i,i
O=C(CCS(=O)(=O)c1cccs1)Nc1ccc(C(=O)NCc2cccs2)cc1,i,i,i,i,i,i,i,i,i,i,i
Cc1ccn2cc(-c3ccc(NC(=O)c4ccco4)cc3)nc2c1,i,i,i,i,i,i,i,i,i,i,i
CC(C)N1CCN(Cc2ccc(OC3CCCC3)cc2)CC1CCO (configuration not stated),i,i,i,i,i,i,i,i,i,i,i
N#Cc1c(NC(=O)CSc2nnc(-c3ccccc3O)n2-c2ccccc2)sc2c1CCCC2,i,i,i,i,i,i,i,i,i,i,i
# Next records follow:
SMILES,TRPC6 inhibitor,MrgX1 antag,TRPC4 PAM,ANO1 activ,MrgX1 ag,RGS4 block,MrgX1 PAM,ANO1 block,TRPC4 inh,TRPC6 activator,TRPC4 agonist
Cc1cccc(NC(=S)Nc2c(C)n(C)n(-c3ccccc3)c2=O)c1C,i,-18*,i,i,i,i,i,i,i,i,i
COc1ccc(NC(=O)COc2ccc(C(=O)c3ccc(F)cc3)cc2)cc1S(N)(=O)=O,i,i,i,i,i,i,i,i,i,i,i
C[C@H](NC(=O)CCC1CCC(=O)N1)c1ccccc1 (some centres not stated),i,i,i,i,i,i,i,i,i,i,i
COC(=O)c1cc2c(C)cc3ccc(C)cn3c-2c1C(=O)OC,i,i,i,i,i,i,i,i,i,i,i
CCn1c(Cc2ccccc2)nnc1SCC(=O)c1cccc([N+](=O)[O-])c1,i,i,i,i,i,i,i,i,i,i,i
O=C(CSc1nnnn1-c1ccccc1)N1CCc2ccccc21,i,i,i,i,i,i,i,i,i,i,i
CC(=O)NCc1nnc2c3ccccc3c(-c3ccccc3)nn12,i,i,i,i,i,i,i,i,i,i,i
COc1ccc(/C(O)=C2\C(=O)C(=O)N(c3cc(C)on3)C2c2cccc(OC)c2OC)cc1C (configuration not stated),i,i,i,i,i,i,i,i,i,i,i
COc1ccc(CCNC(=O)CCCc2ccccc2)cc1,i,i,i,i,i,i,i,i,i,i,i
CC(/C=N/NC(=O)c1nnn(-c2nonc2N)c1CN1CCCCC1)c1ccccc1 (configuration not stated),i,i,i,i,i,i,i,i,i,i,i
Cc1ccc(C)c(NC(=O)CN(C)C(=O)c2cccc(N3C(=O)CCC3=O)c2)c1,i,i,i,i,i,i,i,i,i,i,i
COc1ccccc1NS(=O)(=O)c1cc(NC(=O)C2CC2)ccc1N1CCOCC1,i,i,i,.,i,i,i,i,i,i,i
CSCCC(NC(=O)c1ccc(Cl)cc1Cl)C(=O)NCc1ccncc1 (configuration not stated),i,i,i,i,i,i,i,i,i,i,i
Fc1ccc(N/N=C/c2cccnc2)c(F)c1,i,i,i,i,i,i,i,i,i,i,i
CCN(C(=O)COC(=O)c1cc(-c2cccs2)nc2ccccc12)C1CCS(=O)(=O)C1 (configuration not stated),i,i,i,i,i,i,i,i,i,i,i
Cc1ccccc1NS(=O)(=O)c1ccc(OCC(=O)N2CCCC2)cc1,i,i,i,i,i,i,i,i,i,i,i
CCOc1ccc(/C=N/n2cnnc2)cc1,i,i,i,i,i,i,i,i,i,i,i
COc1ccc(C2CC(c3cccs3)=NN2C(=O)COC(=O)C2CCCCC2)cc1OC (configuration not stated),i,i,i,i,i,i,i,i,i,i,i
COc1ccc(CNC(=O)C2CCCN(S(=O)(=O)N3CCC(C)CC3)C2)c(OC)c1 (configuration not stated),i,i,i,i,i,i,i,i,i,i,i
CCNC(=S)Nc1cccc(S(=O)(=O)Nc2ccccc2OC)c1,i,i,i,i,i,i,i,i,i,i,i
O=[N+]([O-])c1ccc(O)c(/C=N/Nc2ccccc2[N+](=O)[O-])c1,i,i,i,i,i,i,i,i,i,i,i
CS(=O)(=O)Nc1ccc2c3c(cccc13)CC2,i,i,i,i,i,i,i,i,i,i,i
O=C(NC1CC1)C1CCN(c2ccc(S(=O)(=O)N3CCOCC3)cc2Cl)CC1,i,i,i,i,i,i,i,i,.,i,i
CC(=O)N/C(=N/c1nc(C)cc(C)n1)Nc1ccc(C)cc1Cl,i,.,i,i,.,i,.,.,i,i,i
CCN1C(=O)c2ccc(C(=O)Nc3c(C)cc(C)cc3C)cc2C1=O,i,i,i,i,i,i,i,i,i,i,i
# (further entries)
SMILES,TRPC6 inhibitor,MrgX1 antag,TRPC4 PAM,ANO1 activ,MrgX1 ag,RGS4 block,MrgX1 PAM,ANO1 block,TRPC4 inh,TRPC6 activator,TRPC4 agonist
CCCC(=O)Nc1cccc(NC(=O)c2ccc(C)c([N+](=O)[O-])c2)c1,i,i,i,i,i,i,i,i,i,i,i
CC(=O)Nc1ccc(C(=O)Nc2cc(C)on2)cc1,i,i,i,i,i,i,i,i,i,i,i
O=[N+]([O-])c1ccc(N/N=C\c2cccn2-c2ccccc2)nc1,i,i,i,i,i,i,8*,i,i,i,i
O=S(=O)(Nc1n[nH]c(C(F)(F)F)n1)c1ccccc1,i,i,i,i,i,i,i,i,i,i,i
CC(C)C(=O)Nc1ccc(N2CCN(C(=O)c3cccs3)CC2)cc1,i,i,i,i,i,i,i,i,i,i,i
CCCCN(CCCC)CCCNC(=O)CC1Oc2ccc(C)cc2NC1=O (configuration not stated),i,i,i,i,i,i,i,i,i,i,i
COc1cc(C(CCN2CCCC(C)C2)c2c(OC)cc(OC)c3c2OC(=O)CC3c2ccc(N(C)C)cc2)cc(OC)c1OC (configuration not stated),i,i,i,i,i,i,i,i,i,i,i
COCCN(CCOC)S(=O)(=O)c1ccc(C(=O)Nc2ccc(S(=O)(=O)Nc3nccc(C)n3)cc2)cc1,i,i,i,i,i,i,i,i,i,i,i
CCOC(=O)C1CCN(C(=O)Nc2ccc(C)c(Cl)c2)CC1,i,i,i,i,i,i,i,i,i,i,i
Cc1ccc(N(CC(=O)NC2CCCC2)C(=O)CCC(=O)Nc2nccs2)cc1C,i,i,i,i,i,i,i,i,i,i,i
O=C(CSc1c2c(nc3ccc(Cl)cc13)CCCC2)NCc1ccco1,i,-6.8*,i,i,i,i,i,i,i,i,i
Cc1ccc(NC(=O)c2ccc(CSc3nnnn3C)cc2)cc1,i,i,i,i,i,i,i,i,i,i,i
CCOc1ccccc1N1CCN(CC(=O)Nc2cc(C)on2)CC1,i,i,i,i,i,i,i,i,i,i,i
